# KCNQ2 inh: KCNQ2 potassium channel inhibitors, primary screen, cell-based, CHO-K1, FluxOR thallium flux, B-score (AID 2156). 20 min; hits give low values. Potassium voltage-gated channel subfamily KQT member 2 (Rattus norvegicus), O88943. 310,000 compounds, 1.1% hits. B-score at 10 µM;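 active = fluorescence ratio B-score at most minus 3 library SDs, with starting brightness B-score within 2 library SDs, cut at about -5.5 in these data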
# Kir21 inh: inhibitors of mouse Kir2.1 inward-rectifier potassium channel | Inward rectifier potassium channel 2 (Mus musculus), P35561 | HEK293-Kir2.1, FluxOR thallium flux fluorescence; hits give low values | B-score at 10 µM | 310,000 compounds, 0.85% hits | AID 1672, 2009;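 active = fluorescence ratio B-score at or below minus 3 SD of library scores, with starting-brightness B-score within 2 SD, cut at about -4.2 in these data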;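 also: channel flux triggered by added potassium and thallium sulfate stimulus; B-score of peak minus minimum fluorescence over baseline after thallium stimulus; more negative B-score means stronger Kir2.1 block with less thallium influx; some compounds called inactive have numbers as strong as hits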
# Target sequence (P35561 whole entry, looked up): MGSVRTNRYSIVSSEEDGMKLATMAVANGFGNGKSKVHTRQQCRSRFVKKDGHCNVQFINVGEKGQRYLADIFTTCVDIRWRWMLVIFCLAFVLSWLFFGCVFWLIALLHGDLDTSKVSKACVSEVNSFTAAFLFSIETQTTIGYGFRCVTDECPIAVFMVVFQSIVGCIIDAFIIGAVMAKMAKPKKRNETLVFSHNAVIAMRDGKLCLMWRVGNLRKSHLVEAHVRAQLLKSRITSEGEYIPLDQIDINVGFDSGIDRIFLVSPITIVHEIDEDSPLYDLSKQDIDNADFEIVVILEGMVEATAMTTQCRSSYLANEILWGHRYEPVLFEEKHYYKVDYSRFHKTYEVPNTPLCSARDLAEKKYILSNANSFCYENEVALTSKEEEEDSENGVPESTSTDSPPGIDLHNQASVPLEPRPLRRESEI
# * marks the source's active call; other numbers are inactive results; i = inactive.
SMILES,KCNQ2 inh,Kir21 inh
Brc1ccc(C2=CC(c3ccco3)n3nnnc3N2)cc1 (stereo not given),i,-2.14
Cc1ccc(C(C[N+](=O)[O-])c2c(C)cc3ccccn23)cc1 (stereo not given),i,-0.68
CCC1=C(OC(=O)N(CC)CC)N2C(=O)OC(=NCCOC)[C@]2(Cc2ccccc2)[C@H]2C1=CC[C@H]1C(=O)NC(=O)[C@H]12,i,-1.29
COc1ccc(C(=O)OCC(=O)NCCCc2ccccc2)cc1[N+](=O)[O-],i,-0.31
CCC(=O)N1c2ccccc2NC2=C(C(=O)CC(C)(C)C2)C1c1ccc(O)c(OC)c1 (stereo not given),i,0.59
COC(=O)c1ccc(CSc2nnc(N)s2)o1,i,1.56
COc1cc(C(c2c(O)cc(C)[nH]c2=O)c2c(O)cc(C)[nH]c2=O)ccc1O,i,0.25
CCN(CC)P(=O)(c1ccccc1)c1c(C)nc2ccccn12 (stereo not given),i,-0.94
CC1CC(C)CN(C(=O)COC(=O)C2CCN(S(=O)(=O)c3c(Cl)cccc3Cl)CC2)C1 (stereo not given),i,0.29
COc1ccc(C(C)=O)cc1COC(=O)CNC(=O)c1ccc(Cl)cc1,i,0.1
COC(C/C=C/[C@@H](O)COCc1ccccc1)OC,i,0.92
CCCCc1n[nH]c2c1/C(=N/O)CC(C)(C)C2,i,-0.73
CCOC(=O)c1c(-c2ccco2)csc1N,i,2.24
CCC(=O)Nc1cc(ON=C(C)C)cc([N+](=O)[O-])c1,i,0.81
COc1cccc(-c2cc(C(F)(F)F)nc(NCc3ccco3)n2)c1,i,-0.74

# Whole records from above. Order of screens: KCNQ2 inh | Kir21 inh
# COc1ccc(C(=O)OCC(=O)NCCCc2ccccc2)cc1[N+](=O)[O-] in the list: i | -0.31
# CCN(CC)P(=O)(c1ccccc1)c1c(C)nc2ccccn12 (stereo not given) in the list: i | -0.94

# The list goes on:
SMILES,KCNQ2 inh,Kir21 inh
N#Cc1c(SCC(=O)Nc2ccc(Cl)cc2Cl)sc2c(O)cc(=O)[nH]c12,i,0.99
Cc1ccc(Cn2c(Sc3ncccn3)nc3c2c(=O)[nH]c(=O)n3C)cc1,i,0.03
COc1ccccc1C1c2[nH]c3ccccc3c2CCN1Cc1ccc(NC(C)=O)s1 (stereo not given),i,2.83
O=C(CCCOc1ccc(Br)cc1)Nc1ccc(S(=O)(=O)N2CCOCC2)cc1,i,0.51
CCOC(=O)c1ccc(NC(=O)CC2C(=O)N(c3cccc(OC)c3)C(=O)N2CCOC)cc1 (stereo not given),i,2.86
Cc1ccc(C)c(NC(=O)c2sc(Cl)nc2-c2ccccc2)c1,-8.02*,-0.65
CCc1nonc1NC(=O)c1oc2ccc(F)cc2c1C,i,-0.45
Cc1nc(N2CCCCC2)sc1C(=O)c1ccc(Cl)c([N+](=O)[O-])c1,i,1.52
CCOC(=O)c1ccc(NC(=O)Cn2nc(C)c3ccccc3c2=O)cc1,i,1.3
O=C(CCNc1cccc(Cl)c1)c1ccco1,i,2.02
COc1cccc2cc(C(=O)Nc3cc(C)cc(C)c3)/c(=N/NS(=O)(=O)c3ccccc3)oc12,i,0.74
Cc1sc2nc[nH]c(=S)c2c1-c1ccccc1,i,-0.17
O=C(COc1ccccc1)Nc1nn[nH]n1,i,0.07
CC(C)N(CC(N)=O)C(=O)Cc1coc2cc3c(cc12)CCC3,i,1.04
Cc1ccsc1/C=N/NC(=O)c1cccnc1,i,-0.42
CCOC(=O)C1CCCN(C(=O)c2cccc(NC(=O)C(CC)CC)c2)C1 (stereo not given),i,-0.44
COc1ccc([C@@H]2COc3c(ccc4c3C=CC(C)(C)O4)C2)c(OC)c1,-6.29*,0.51
Cc1ccc(OCC(=O)N/N=C\c2ccc(C)o2)c([N+](=O)[O-])c1,i,0.38
COCC1=C(C(=O)OC)C(c2ccco2)n2ncnc2N1 (stereo not given),i,-0.45
COC(=O)C1=C(C(=O)OC)[C@@H]2Nc3ccccc3[C@@]23C[C@@H](C(=O)OC)N(C(=O)c2ccco2)C3=N1,i,0.54
CCOC(=O)NNC(=S)Nc1c(C)n(C)n(-c2ccccc2)c1=O,i,0
O=C(Nc1ccc(Cl)cc1)N1CCC(c2nc(-c3ccccc3Cl)no2)CC1,i,0.17
Cc1cc(C)c(NC(=S)NCC2CCN(C(C)c3ccccc3)C2)c(C)c1 (stereo not given),i,-0.64
O=C(CC1SC(=NCC2CCCO2)NC1=O)Nc1cc([N+](=O)[O-])ccc1Cl (stereo not given),i,1
NC(=O)c1ccc(N2CCN(c3ccccc3O)CC2)c([N+](=O)[O-])c1,i,-2.02
COC(=O)c1cccc(S(=O)(=O)N2CCC(n3nnc4cc(F)ccc43)CC2)c1,i,-0.19
O=C(O)CCCNc1ccc(S(=O)(=O)N2CCCCC2)cc1,i,-3.5
CCNCc1ccc(OCc2cccs2)c(OCC)c1,i,-1.86
Cc1cccc(-c2noc(CCC(=O)NCc3ccco3)n2)c1,i,-1.13
CN(C)C(=S)SCC(=O)Nc1ccc(Cl)cc1Cl,i,-0.03
Nc1ccc(S(=O)(=O)c2cccc(N)c2)cc1,i,-0.02
Cc1ccc(NC(=O)c2cccc(NC3=NC4CS(=O)(=O)CC4S3)c2)cc1C (stereo not given),i,-0.33
Nc1nc(SCC(=O)NCc2ccccc2Cl)[nH]c(=O)c1NC(=O)c1ccccc1F,i,-2.35
Cc1cc(C)cc(NC(=O)Nc2ccc3c(c2)N(C)C(=O)CS3)c1,i,-0.44
CC(=O)N1CCC(N(CCN2CCOCC2)C(=S)Nc2ccc(C)cc2C)CC1,i,-0.05
Cc1ccc2nc(C)c(C(=O)N/N=C/c3cccs3)cc2c1,i,1.01
CCc1noc(C)c1C(=O)N1CCN(S(=O)(=O)c2cccs2)CC1,i,-0.12
CCCCn1c(-c2c(Cl)c(C)nn2C)n[nH]c1=S,i,-0.69
CCCCC1=CC2=CC(=O)C(C)(OC(=O)CC)C(=O)C2=CN1Cc1ccc(OC)cc1 (stereo not given),i,0.22
NS(=O)(=O)c1ccc(CNC(=O)c2cnccn2)cc1,i,0.5
CC(=O)Nc1ccc(NC(=O)C(C)OC(=O)C2(c3ccc(Cl)cc3)CCCC2)cc1 (stereo not given),i,0.36
c1ccc2c(c1)CCN(c1nc3cc4c(cc3s1)OCO4)C2,i,-2.25
CCOc1cccc(C2/C(=C(/O)c3ccc4c(c3)CC(C)O4)C(=O)C(=O)N2CCN2CCOCC2)c1 (stereo not given),i,-0.56
Cc1ccc(-c2onc3ccc(Br)cc23)cc1,i,1.98
COC(=O)c1cncc(O)c1,i,1.58
COc1ccc(CCNc2oc(-c3ccc(OC)c(OC)c3)nc2C#N)cc1,i,1.93
O=[N+]([O-])c1ccc(/C=N/NC2=NS(=O)(=O)c3ccccc32)cc1,i,1.72
Cc1cccc([C@@H]2[C@@H]3C(=O)N(Cc4ccccc4)C(=O)[C@@H]3[C@]3(C)C(=O)N(c4ccc(Br)cc4)C(=O)N23)c1,i,0.49
FC(F)(F)c1cccc(-n2c(Cn3nnc4ccccc43)n[nH]c2=S)c1,i,0.24
Cc1nonc1C(=O)N/N=C/c1ccncc1,i,-0.2
O=CNCCc1nc2ccccc2n1CCc1ccccc1,i,0.17
COc1cccc2c(=O)n(CC(=O)N3CCc4ccccc43)ccc12,i,0.35
CC(=O)c1ccc(NC(=O)C(C)NCc2ccccc2Cl)cc1 (stereo not given),i,0.26
Cc1nn(C(C)(C)C)c(OC(=O)c2cccs2)c1Sc1ccccc1,-7.98*,-0.01
O=C(CSc1ccc(Cl)cc1)Nc1cccc(-c2nc3ccccc3[nH]2)c1,i,-1.83
O=C(CC(NC(=O)c1ccccc1)c1ccccc1)Nc1ccc(F)c(F)c1 (stereo not given),i,2.4
CCCCNC(=O)N(c1c(N)n(Cc2ccccc2)c(=O)[nH]c1=O)C1CCCC1,i,-0.73
CCOC(=O)C1CCN(C(=O)c2cn(C)c(=O)c3cc(OC)c(OC)cc23)CC1,i,-0.77
CCCCOc1ccc(C(=O)Nc2ccc(OCC(=O)N3CCOCC3)cc2)cc1,i,0.12
Cc1cc(O)c(S(=O)(=O)c2ccccc2)c(C)c1NS(=O)(=O)c1ccccc1,i,-2.33

# (cont.)
SMILES,KCNQ2 inh,Kir21 inh
O=C(CN1C(=O)c2ccccc2C1=O)Nc1ccccc1C(=O)NC1CCCCC1,i,0.04
Cc1cc(C)n(-c2nc(C(F)(F)F)nc3ccccc23)n1,i,0.41
COc1ccc2c(COC(=O)CCS(=O)(=O)c3ccccc3)cc(=O)oc2c1,i,-0.61
O=C(O)c1cccc(NC(=S)N/N=C/c2c[nH]c3ccccc23)c1,i,-0.51
COc1ccc2c(c1)c(C(=O)O)c(C)n2CCc1ccc(OC)c(OC)c1,i,-1.29
CC(NC(=O)COC(=O)c1ccc([N+](=O)[O-])s1)c1ccccc1 (stereo not given),i,0.68
CS(=O)(=O)c1ccc(C(=O)Nc2ccc(N3CCOCC3)cc2)c(Cl)c1,i,-0.19
COc1ccc(Nc2nc(N)nc(CSc3n[nH]c(-c4ccccc4)n3)n2)cc1,i,0.06
O=C(/C=C/c1ccc(F)cc1)NCC1(c2ccccc2)CCOCC1,i,1.62
COC(=O)c1[nH]c2cc(OC)ccc2c1NC(=O)CCN1CCCC(C)(C)C1,i,-0.2
CCOc1ccccc1C(=O)Nc1nccs1,i,-1
COc1cnc(-c2ccccc2)nc1Oc1ccccc1C,i,1.39
CCC(=O)Nc1nc2ccccc2n1Cc1ccc(C)cc1,i,0.95
CC(C)C(c1nnnn1Cc1ccco1)N1CCN(c2cccc(Cl)c2)CC1 (stereo not given),i,0.02
CCC1CCCCN1CCNC(=O)C1CCN(S(=O)(=O)c2cccc3nsnc23)CC1 (stereo not given),i,0.05

# Compounds from the list above with a cyano group, in the order listed:
SMILES,KCNQ2 inh,Kir21 inh
N#Cc1c(SCC(=O)Nc2ccc(Cl)cc2Cl)sc2c(O)cc(=O)[nH]c12,i,0.99
COc1ccc(CCNc2oc(-c3ccc(OC)c(OC)c3)nc2C#N)cc1,i,1.93

# Reformatted bar-delimited: part of the list above
molecule | KCNQ2 inh | Kir21 inh
COc1cccc2cc(C(=O)Nc3cc(C)cc(C)c3)/c(=N/NS(=O)(=O)c3ccccc3)oc12 | i | 0.74
Cc1sc2nc[nH]c(=S)c2c1-c1ccccc1 | i | -0.17
O=C(COc1ccccc1)Nc1nn[nH]n1 | i | 0.07
CC(C)N(CC(N)=O)C(=O)Cc1coc2cc3c(cc12)CCC3 | i | 1.04
Cc1ccsc1/C=N/NC(=O)c1cccnc1 | i | -0.42
CCOC(=O)C1CCCN(C(=O)c2cccc(NC(=O)C(CC)CC)c2)C1 (stereo not given) | i | -0.44

# (next part)
SMILES,KCNQ2 inh,Kir21 inh
COc1ccccc1N(CC(=O)N/N=C(\C)c1ccccc1O)S(=O)(=O)c1ccc(C)cc1,i,-0.14
NC(=O)c1ccc(Oc2ccc(Cl)cc2)c([N+](=O)[O-])c1,i,-0.14
Cc1ccccc1NC(=O)CCNS(=O)(=O)c1ccc2[nH]c(=O)oc2c1,i,-0.58
O=C(NC(=S)N1CCN(CCO)CC1)C12CC3CC(CC(C3)C1)C2,i,0.24
COc1ccc(/C=N/NC(=O)CCc2n[nH]c(=O)[nH]c2=O)cc1O,i,1.08
Cc1ccc(CCNC(=O)C2CCN(S(=O)(=O)c3ccc4c(c3)oc(=O)n4C)CC2)cc1,i,0.41
Cc1ccc(/C=N\NC(=O)Cc2noc3ccccc23)cc1,i,1.17
CC(C)(C)C(=O)C(Cc1ccccc1Cl)n1cncn1 (stereo not given),i,-2.26
COc1ccc(C(=O)N2CCN(C3CCC(c4ccccc4)CC3)CC2)cc1OC (stereo not given),i,1.26
c1ccc2sc(Cc3nnc4n3CCCCC4)nc2c1,i,-0.27
CN(C)c1ccc(C2N3CC4(C)CN2CC(C)(C3)C4O)cc1 (stereo not given),i,-0.3
COCc1nnc(NC(=O)CC(C)C)s1,i,-1.89
COC(C/C=C\[C@@H](O)COCc1ccccc1)OC,i,0.31
NS(=O)(=O)c1ccc(CCNC(=O)c2ccc(Br)s2)cc1,i,-0.44
C=CCc1cccc2cc(C(=O)Nc3ccc(S(=O)(=O)Nc4nnc(CC)s4)cc3)c(=O)oc12,i,-0.48
Cc1cc(NC(=O)/C=C/c2ccc(Cl)cc2)no1,i,0.64
CCCNC(=O)c1ccccc1C(=O)NCCC,i,0.81
CCCc1cc(C(=O)Nc2cc(C)ccc2O)no1,i,0.07
CCOC(=O)c1cnc2ccc(OCC)cc2c1NCc1cccnc1,i,0.14
O=S(=O)(c1ccccc1Br)N1CCN(c2ncccn2)CC1,i,-1.38
Nc1nc(NCc2ccco2)nc(N2CCN(Cc3ccccc3)CC2)c1[N+](=O)[O-],i,-2.07
COc1ccccc1NC(=O)C1CCCN(C(=O)NCc2ccccc2)C1 (stereo not given),i,-0.44
Cc1ccc(-c2ccc(C(=O)Nc3cccc(F)c3)o2)c2ccccc12,i,1.49
CC1CCN(CCCNC(=O)C2CCC(CNS(=O)(=O)c3cccc4nsnc34)CC2)CC1 (stereo not given),i,-0.17
O=C(NC1CCC(O)CC1)c1ccccc1OCc1ccc(F)cc1 (stereo not given),i,-0.21
Cc1ccccc1CNCc1cccnc1,i,0.21
CC1CCN(S(=O)(=O)c2ccc(NC(=O)CSc3nnnn3C)cc2)CC1,i,-1.36
CC(C)N(C(=O)CN1C(=O)NC2(CCCCCC2)C1=O)C(C)C,i,1.04
CC(C)(C)C(=O)Nc1c2c(nn1-c1ccccc1)CSC2,-8.16*,0.49
N=C(N=C(N)N)N1CCc2ccccc21,i,1.63

# Screening data deposited in PubChem by Johns Hopkins Ion Channel Center.
